Salmonella PhoP GFP: PhoP-dependent GFP reporter repression – Salmonella Typhimurium, primary screen (AID 1863) | inhibition, % at 50 µM; hits with a dose series show IC50 in µM | 300,000 compounds, 0.16% hits | S. Typhimurium PhoP-regulated promoter GFP reporter, 4 h; higher % means a stronger effect;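 active = inhibition over 29.93%, a cutoff 3 SD above the screen mean, later confirmed by dose response; inconclusive = inhibition over 29.93% but no dose response follow-up; inactive = inhibition at most 29.93% or unconfirmed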;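 also: 0% = low Mg2+ inducing control and 100% = high Mg2+ repressing control; strong numbers were not always called active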
Siah-1 displacement: Siah-1 peptide-binding antagonists, primary screen, biochemical, fluorescence polarization, rhodamine-plectin, uHTS (AID 1817); Siah-1 / rhodamine-plectin peptide fluorescence polarization; higher % means a stronger effect; 290,000 compounds, 0.02% hits; displacement, % at 20 µM; hits with a dose series show IC50 in µM;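 active = displacement of at least 50% at 20 µM, with a fluorescence ratio check between 0.3 and a set limit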;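 also: plate controls were Siah plus tracer with DMSO for no effect and tracer alone without Siah for full effect; strong numbers were not always called active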
HIV peptide binding: cell-free HIV fusion peptide-binding blockers – biochemical, uHTS, fluorescence dequenching, primary screen (AID 1986). cell-free peptide binding, fluorescence dequenching, 30 min; higher % means a stronger effect. one-dose inhibition, % at 20 µM; IC50 in µM for titrated hits. 290,000 compounds, 0.3% hits; in the data active = inhibition mostly above about 52%, no sharp cut-off; inactive = mostly below about 76%; also: some results filed as inactive read as strong as hits
NOD1 inhibition: inhibition of NOD1-driven NF-kB reporter – cell-based, luminescence, uHTS, primary screen (AID 1578). NOD1-driven NF-kB luciferase reporter cells, luminescence; higher % means a stronger effect. one-dose inhibition, % at 4 µM; EC50 in µM for titrated hits. 290,000 compounds, 1% hits; in the data active = inhibition mostly above about 36%, no sharp cut-off; inactive = mostly below about 34%;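 also: HEK-293T reporter cells stimulated with the NOD1 agonist gamma-tri-DAP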
LYP phosphatase: PTPN22 lymphoid phosphatase activity blockers – biochemical, fluorescence intensity, uHTS (AID 1779) | recombinant LYP phosphatase, fluorescence intensity; higher % means a stronger effect | inhibition, % at 11.5 µM, or IC50 in µM where a hit was titrated | 290,000 compounds, 0.054% hits;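 also: plate controls were vehicle with enzyme for no effect and no enzyme for full effect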
KOR beta-arrestin-1: kappa opioid receptor blockers – cell-based, luminescence, uHTS (AID 1778); KOR beta-arrestin recruitment, luminescence, antagonist mode; higher % means a stronger effect; inhibition, % at 10 µM, or IC50 in µM where a hit was titrated; 290,000 compounds, 0.091% hits; also: strong numbers were not always called active
NOD2 inhibition: inhibition of NOD2-driven NF-kB reporter – cell-based, luminescence, uHTS, HEK293 (AID 1566). HEK293 NOD2/NF-kB luciferase reporter, luminescence; higher % means a stronger effect. inhibition, % at 4 µM; hits with a dose series show EC50 in µM. 290,000 compounds, 0.63% hits; also: many of its hits are not listed in these tables
Myeloid diff MLP: promotes myeloid progenitor differentiation. ER-HoxA9 myeloid progenitors, lysozyme-GFP differentiation, flow cytometry. calls only at 10 µM. 360,000 compounds, 1% hits. AID 624256;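 active = normalized GFP-positive differentiation at or above the plate's own cutoff, the solvent-only control mean plus 3 SD; inconclusive = no clear call, values can overlap the other calls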;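 also: cells exposed to compound for four days before flow analysis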
KOR beta-arrestin-2: KOR agonists, beta-arrestin recruitment, primary screen, cell-based, luminescence, uHTS (AID 1777). KOR beta-arrestin recruitment, luminescence; higher % means a stronger effect. 280,000 compounds, 0.02% hits. activation, % at 10 µM, or EC50 in µM where a hit was titrated; in the data active = activation above about 50%, passing the limit was not always enough; also: a part of the inactive calls stands beside numbers as strong as those of hits
Myeloid diff MLP GFP+ MAC1+ %: second read-out of Myeloid diff MLP, no call of its own (marks repeat the call); GFP+ MAC1+ double positive, %; measured here: differentiation confirmed by MAC1 staining
* marks the source's active call; other numbers are inactive results; i = inactive; ? = inconclusive; nt = no result given; + = active, no number; [ ] = dose if it differs, or a comment. Rule as the data show it, unless noted: active = inhibition above about 50%; inactive = the rest. A portion of the library. The share of hits here may be higher or lower than overall.

Order of values – Salmonella PhoP GFP	Siah-1 displacement	HIV peptide binding	NOD1 inhibition	LYP phosphatase	KOR beta-arrestin-1	NOD2 inhibition	Myeloid diff MLP	Myeloid diff MLP GFP+ MAC1+ %	KOR beta-arrestin-2
COc1ccccc1N1CCN(c2ccc(-c3ccccc3)nn2)CC1
    36%	-3%	-3.6%	15%	-4%	-182%	-133%	?	nt	-2.3%
O=C(C1CCN(S(=O)(=O)c2ccc(Br)s2)CC1)N1CCCCC1
    13%	-1%	-1.5%	-12%	-10%	-20%	15%	i	1.0	-2.4%
O=C(NCCCN1CCOCC1)C(=O)N/N=C/c1c(Cl)cccc1Cl
    7%	5%	-1.6%	-37%	-5%	-13%[20 µM]	2%	i	0.2	nt
COC(=O)c1c(SCC(=O)NC2CCCCC2)[nH]c2ccccc2c1=O
    -13%	108%	14%	-29%	-6%	-5%	1%	i	3.4	2.7%
Cc1ccc(N(CC(=O)N/N=C/c2ccc(OCC(N)=O)cc2)S(C)(=O)=O)cc1Cl
    -4%	1%	-1.4%	-33%	1%	-39%[20 µM]	3%	i	0.0	-3.3%
Cc1occc1C(=O)NNC(=O)c1ccccc1Br
    17%	5%	1.9%	-20%	-4%	-31%	14%	i	0.8	0.3%
COc1cc(C(=O)NC(=S)NNC(=O)c2ccc3c(c2)OCO3)cc(OC)c1OC
    nt	3%	0.6%	6%	0%	23%	24%	i	0.2	2.2%
Clc1ccc(OCCn2cnc3ccccc32)cc1
    52%	0%	-1.2%	-2%	-3%	15%	-2%	i	1.4	-1.1%
CCOP(=O)(OCC)C(NC(=O)c1ccc(OC)c(OC)c1)c1ccccc1 (stereo not drawn)
    -4%	16%	0.8%	-21%	-5%	-16%	3%	i	0.3	-3.3%
COc1cc(C(=O)NCC(=O)N/N=C/c2cccnc2)cc(OC)c1OC
    3%	9%	1.0%	-17%	-10%	-30%	9%	i	0.5	-0.6%
O=C(NCC1(O)CCCCC1)C1CCC(=O)N(Cc2cccc(C(F)(F)F)c2)C1 (stereo not drawn)
    3%	3%	3.6%	-38%	-5%	-9%	-14%	i	1.3	-1.8%
COc1ccc(CN(C(=O)c2snc(C(N)=O)c2N)C(C(=O)NC2CCCC2)c2ccc(OC)cc2)cc1 (stereo not drawn)
    2%	5%	-0.9%	-10%	-9%	-30%	18%	i	4.4	-3.2%
Cc1ccc(C(=O)CC(=O)c2ccccc2C)c(O)c1
    -1%	3%	-0.5%	0%	-6%	8%	12%	i	0.4	-2.7%
CC(Sc1nc(N)cc(=O)[nH]1)C(=O)Nc1sc2c(c1C#N)CCCC2 (stereo not drawn)
    7%	5%	1.6%	27%	-2%	-49%	22%	i	0.3	0.5%
Cc1ccc(NC(=O)c2nnn(CC(=O)Nc3ccc4c(c3)OCO4)c2N)cc1C
    -5%	-5%	2.2%	-12%	-10%	-59%	-32%	i	0.3	-1.7%
COc1ccccc1NC(=O)c1cc2c(CO)cnc(C)c2oc1=Nc1ccc(OC)c(OC)c1
    -2%	1%	-3.3%	-4%	-4%	19%	45%	i	0.2	2.3%
CCOC(=O)c1ccc2[nH]c3c(c2c1)CN(C)CC3
    4%	2%	1.4%	-18%	-3%	-37%	6%	i	0.6	-1.3%
Cc1cc2c3nonc3ccc2n1-c1ccccc1
    6%	-4%	0.8%	-3%	-4%	-13%	21%	i	0.3	9.6%
CCN1C2=NCCCN2c2ccccc21
    -1%	2%	-2.9%	-9%	-8%	-15%	6%	i	0.6	-3.7%
O=C(Nc1ccc(F)cc1)c1c(Cl)nc2ccccn12
    -8%	6%	0.0%	-36%	-6%	4%	-4%	i	0.1	-0.7%
Cn1c(-c2sccc2OCc2cccc(C(F)(F)F)c2)n[nH]c1=S
    -3%	5%	0.3%	-12%	2%	-5%	0%	i	0.2	-3.7%
CSc1nc(Sc2cccc(Cl)c2)c2ccccc2n1
    5%	0%	-0.3%	25%	7%	-26%	15%	i	1.1	-1.8%
COc1cc(CNCc2cccc3ccccc23)cc(OC)c1
    1%	-2%	-0.1%	0%	-11%	13%	19%	i	0.2	3.0%
Cc1ccc(C(=O)Nc2ccc(C(=O)N/N=C/c3ccc(C)o3)cc2)cc1
    -5%	3%	-0.2%	-24%	1%	-17%	-23%	+	1.6*	2.3%
Cc1ccc2[nH]c(CNC(=O)C3CCCCC3)cc2c1
    17%	-2%	-0.8%	7%	-7%	6%	2%	i	2.2	-4.9%
CCOC(=O)c1sc(NC(=O)C2CC(=O)N(c3ccc(OCC)cc3)C2)nc1C (stereo not drawn)
    0%	5%	-1.2%	-12%	0%	31%	2%	i	1.0	-2.0%
COc1ccc(Cn2c(=O)[nH]c3cc(C(=O)N4CCN(Cc5ccccc5)CC4)ccc3c2=O)cc1
    0%	-2%	-0.6%	10%	-4%	-30%	22%	i	0.7	1.5%
CCCCOc1ccc(C(=O)N/C(=C\c2cccc([N+](=O)[O-])c2)C(=O)OCCC)cc1
    -5%	2%	-0.3%	-68%	-5%	-46%	-56%	i	0.8	4.3%
CC(=O)Nc1cc(C(=O)N2CCN(C)CC2)ccc1S(=O)(=O)c1ccc(C)cc1
    11%	-4%	-1.4%	-1%	-9%	3%	-2%	i	6.6	3.6%
O=C(CCN1CCN(c2ccccc2)CC1)Nc1cccc(Br)c1
    2%	4%	-1.0%	8%	-5%	-1%	14%	i	2.0	12%
O=C1CC(N2CCC(C(=O)N3CCCCC3)CC2)C(=O)N1 (stereo not drawn)
    3%	5%	-2.4%	-6%	-2%	11%	12%	i	1.1	-4.1%
COc1ccccc1OCCC(=O)OCC(=O)Nc1ccc(Br)cc1F
    9%	18%	0.2%	-33%	-7%	-15%	-5%	i	0.8	-12%
Cn1nc(-c2ccc(C(=O)Nc3ccc(F)cc3)cc2)c2ccccc2c1=O
    -7%	13%	5.7%	-7%	3%	4%	26%	i	0.3	0.7%
CC(=O)Nc1ccc(OCC(=O)NC(C)c2ccc(F)cc2)cc1 (stereo not drawn)
    -2%	-4%	-0.6%	-18%	-10%	18%	18%	i	0.7	-4.9%
COC(=O)CSc1nccc(-c2ccc(F)cc2)c1C#N
    -8%	2%	-0.7%	-27%	-3%	-31%[20 µM]	5%	i	0.3	-2.9%
Cc1ccc(-c2cc(-c3nnc(SCC(=O)NC(C)C(C)C)n3N)c3ccccc3n2)cc1 (stereo not drawn)
    -12%	4%	-1.2%	3%	7%	-6%	-7%	i	7.6	3.4%
CC(=O)C(Sc1nc(NC(C)(C)C)nc(N(C)C)n1)C(C)=O
    -1%	10%	-2.0%	11%	-3%	26%	12%	i	0.7	7.6%
COc1ccc(OC)c(Nc2nc(N(C)c3ccccc3)nc(N)c2[N+](=O)[O-])c1
    nt	3%	-0.8%	-2%	0%	-18%	2%	i	0.2	0.7%
COCCCNC(=O)COc1ccc(Br)cc1Cl
    -8%	4%	2.7%	-48%	-1%	-28%	-35%	i	0.4	-2.0%
CC1CCC(C(C)C)C(OP(=O)(c2ccccc2)C(O)c2ccncc2)C1 (stereo not drawn)
    0%	1%	-0.5%	-12%	-5%	49%	4%	i	0.4	-2.6%

Record cards (already shown). Screens in order: Salmonella PhoP GFP, Siah-1 displacement, HIV peptide binding, NOD1 inhibition, LYP phosphatase, KOR beta-arrestin-1, NOD2 inhibition, Myeloid diff MLP, Myeloid diff MLP GFP+ MAC1+ %, KOR beta-arrestin-2
Listed for `COc1cc(CNCc2cccc3ccccc23)cc(OC)c1` : 1%, -2%, -0.1%, 0%, -11%, 13%, 19%, i, 0.2, 3.0%
Listed for `CSc1nc(Sc2cccc(Cl)c2)c2ccccc2n1` : 5%, 0%, -0.3%, 25%, 7%, -26%, 15%, i, 1.1, -1.8%

(list continues)
Order of values – Salmonella PhoP GFP	Siah-1 displacement	HIV peptide binding	NOD1 inhibition	LYP phosphatase	KOR beta-arrestin-1	NOD2 inhibition	Myeloid diff MLP	Myeloid diff MLP GFP+ MAC1+ %	KOR beta-arrestin-2
CC(=O)N[C@H]1C[C@@H]1c1ccccc1
    3%	0%	-3.4%	-22%	-5%	28%	11%	i	0.7	-1.6%
O=C(O)c1ccc(N2CC3CC(C2)c2cccc(=O)n2C3)c(NS(=O)(=O)c2cccc(C(F)(F)F)c2)c1 (stereo not drawn)
    -1%	4%	-0.7%	-24%	-3%	-5%	13%	i	0.4	5.5%
CCCC(=O)Nc1ccc(C(=O)NNC(=O)c2cccs2)cc1
    -4%	2%	-1.0%	-1%	-7%	-24%	-12%	i	1.1	8.8%
Cc1noc(/C=C/N(C)C)c1S(=O)(=O)N1CCCC(C(=O)NC2CCCCC2C)C1 (stereo not drawn)
    -13%	1%	0.2%	-9%	-4%	-17%	-6%	i	1.8	-7.4%
CCOC(=O)C1CCCN(c2c(N3CCN(C)CC3)c(=O)c2=O)C1 (stereo not drawn)
    28%	-4%	-1.7%	4%	-6%	-15%	-4%	i	1.8	10%
Cc1cccc(OCc2n[nH]c(=S)o2)c1
    -24%	2%	0.3%	-8%	-4%	20%	10%	i	1.3	3.6%
C=C(C)C(=O)Nc1cccc(C2=NOC3(C2)C[C@@H](C(N)=O)N(C(=O)C2(C)CC2)C3)c1 (stereo partly drawn)
    -7%	-11%	47%	-6%	32%	-10%	2%	i	1.4	7.0%
O=C(CC1SCCNC1=O)Nc1cccc(C(F)(F)F)c1 (stereo not drawn)
    2%	0%	5.2%	-8%	-7%	-2%	8%	+	2.5*	-1.6%
Cc1c(NC(=O)C(C)N2C(=O)NC3(CCC(C)CC3)C2=O)c(=O)n(-c2ccccc2)n1C (stereo not drawn)
    0%	1%	-3.3%	23%	-6%	25%	0%	i	1.1	-1.5%
Cc1ccc(-c2nnc(-n3nc(C)cc3C)c3ccccc23)cc1
    4%	-1%	-0.2%	-7%	-3%	-39%	14%	i	0.8	-3.7%
CCOc1ncccc1C(=O)OCC(=O)Nc1ccc(C)c(S(=O)(=O)N(C)C)c1
    -8%	0%	-0.8%	-35%	0%	-20%	11%	i	0.8	12%
COC(=O)c1ccc(/C=C/c2ccc3cccc(OC(C)=O)c3n2)cc1
    -7%	-12%	-0.5%	28%	1%	-16%	-85%	i	0.2	-4.5%
COc1cc(N(C(=O)Cc2cccs2)C(C(=O)NC2CCCCC2)c2cccc(OC)c2OC)ccc1-n1cnnn1 (stereo not drawn)
    22%	2%	-1.6%	-15%	1%	8%	-1%	i	0.3	0.7%
CC(=O)Nc1ccc(-n2nnnc2SCC(=O)N2CCN(C(=O)c3ccco3)CC2)cc1
    -6%	-1%	-0.3%	1%	-1%	-37%	8%	i	1.3	0.5%
CCCC(=NCC(=O)O)C1=C(O)C(C(=O)OC)C(C)(C)CC1=O (stereo not drawn)
    -3%	-1%	-1.1%	7%	-9%	3%	20%	i	0.8	-1.0%
CCCCCCC(c1c(C)n(C)n(-c2ccccc2)c1=O)c1c(C)n(C)n(-c2ccccc2)c1=O
    12%	7%	-0.5%	0%	-2%	-6%	8%	i	0.3	2.7%
